PABP1 MLLE inh: inhibitors of microRNA-mediated deadenylation, human PABP1 MLLE binding; GST-MLLE / FITC-PAM2 fluorescence polarization; inhibition, % at 20 µM; AID 588489; 360,000 compounds, 0.36% hits; in the data active = inhibition above about 35%, passing the limit was not always enough;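 also: plate controls were DMSO wells with GST-MLLE for no effect and wells lacking GST-MLLE protein for full effect; some results filed as inactive read as strong as hits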
FAS TE block: inhibitors of human fatty acid synthase thioesterase domain; 360,000 compounds, 0.67% hits; P49327; inhibition, % at 15 µM; recombinant FAS-TE, OMFH fluorogenic substrate, fluorescence endpoint;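 active = compounds whose normalised, plate-corrected inhibition of enzyme fluorescence in the single-dose primary screen is 50% or more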;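 also: 0% = DMSO with enzyme and 100% = substrate without enzyme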
MT1-MMP act inh: MT1-MMP (human) activation inhibition; P50281; HT1080 RFP-PRO-GFP cells, GFP/RFP ratio fluorescence, overnight; percent of plate control window, DMSO zero; GFP/RFP ratio change, % at 20 µM; 360,000 compounds, 0.061% hits;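 active = GFP/RFP ratio change of at least 30% with cell ATP level not reduced by more than half and red fluorescence within 50% of control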; also: strong numbers were not always called active
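Compound: 20 µM single dose, 1% DMSO / System: HT1080 RFP-PRO-GFP cells / Controls: DMSO and RFP-L50D-GFP cell wells / Read-out basis: GFP/RFP fluorescence ratio / Schedule: overnight compound exposure at 37 °C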
Rin1-Abl PPI inh: human Rin1-Abl interaction inhibition; TR-FRET Rin1/Abl binding, biochemical; inhibition, % at 7.35 µM; 360,000 compounds, 0.4% hits; in the data active = inhibition above about 5%, passing the limit was not always enough
SKN-1 block: C. elegans SKN-1 inhibition; C. elegans VP596 Pgst-4::GFP/RFP ratio, acrylamide-induced, 24 h; inhibition, % at 21.8 µM; 360,000 compounds, 0.49% hits; AID 624304;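 active = interference check ratio from 0.5 to 1.5 plus GFP to RFP signal ratio inhibition reaching or exceeding a fixed threshold, cut at about 30% in these data, passing the limit was not always enough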; also: some compounds called inactive have numbers as strong as hits
Neddyl block: blocks human cullin neddylation; TR-FRET cullin neddylation, biochemical; calls only at 25 µM; 360,000 compounds, 0.58% hits; AID 651699; in the data active = inhibition above about 36%
Target sequence (P61081 whole entry, looked up): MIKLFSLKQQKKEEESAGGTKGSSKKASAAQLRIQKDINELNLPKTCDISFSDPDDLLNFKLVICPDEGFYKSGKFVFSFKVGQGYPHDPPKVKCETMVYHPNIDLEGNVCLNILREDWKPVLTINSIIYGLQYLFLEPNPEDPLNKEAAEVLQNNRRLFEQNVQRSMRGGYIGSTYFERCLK
Target sequence (Q13564 whole entry, looked up): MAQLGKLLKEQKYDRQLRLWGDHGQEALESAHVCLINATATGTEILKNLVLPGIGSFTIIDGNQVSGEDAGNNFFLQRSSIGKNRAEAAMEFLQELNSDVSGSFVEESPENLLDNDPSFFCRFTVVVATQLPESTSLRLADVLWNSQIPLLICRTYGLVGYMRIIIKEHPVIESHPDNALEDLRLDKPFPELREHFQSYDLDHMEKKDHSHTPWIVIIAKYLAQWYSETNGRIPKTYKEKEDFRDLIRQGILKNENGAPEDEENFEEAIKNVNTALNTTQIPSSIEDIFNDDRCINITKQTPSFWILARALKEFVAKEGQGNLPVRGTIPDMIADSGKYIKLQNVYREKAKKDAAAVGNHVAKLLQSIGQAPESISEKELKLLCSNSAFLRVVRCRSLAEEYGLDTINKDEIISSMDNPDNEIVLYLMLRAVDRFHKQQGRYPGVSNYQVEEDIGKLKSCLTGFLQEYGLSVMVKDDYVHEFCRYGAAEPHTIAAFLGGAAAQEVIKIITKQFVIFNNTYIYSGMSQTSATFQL
Rpn11 block: Rpn11 (human) deubiquitinase inhibition | 360,000 compounds, 0.59% hits | human 26S proteasome, Ub4-pepOG fluorescence polarization; 20S core pre-blocked with epoxomicin | calls only at 20 µM;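 active = inhibition at 20 µM, scaled to each plate's controls, above about 33%, limit read from the data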
Target sequence (O00487 whole entry, looked up): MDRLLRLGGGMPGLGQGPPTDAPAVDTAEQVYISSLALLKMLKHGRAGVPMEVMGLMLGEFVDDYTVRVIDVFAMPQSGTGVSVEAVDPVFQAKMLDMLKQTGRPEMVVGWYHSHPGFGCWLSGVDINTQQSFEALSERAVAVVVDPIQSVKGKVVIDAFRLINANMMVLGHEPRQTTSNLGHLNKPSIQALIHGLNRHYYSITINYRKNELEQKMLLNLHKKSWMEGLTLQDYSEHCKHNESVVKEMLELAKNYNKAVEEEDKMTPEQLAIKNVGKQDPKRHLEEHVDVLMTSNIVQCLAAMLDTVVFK
CSN inh: inhibitors of human CSN-mediated cullin deneddylation | AID 651999 | inhibition, % at 12.5 µM | Q92905 | 360,000 compounds, 0.38% hits | Purified CSN, SCF-Nedd8-OG deneddylation, fluorescence polarization;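 active = pattern-corrected inhibition above about 35%, with an unprinted fluorescence ratio check between 0.5 and 1.5, limit read from the data, passing the limit was not always enough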;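 also: 0% = enzyme with substrate and 100% = substrate without enzyme; some results filed as inactive read as strong as hits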
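Assay system: purified human Csn5 enzyme expressed in HEK293T cells; measure: % inhibition; also added: SCFSkp2-Nedd8OG substrate at 10 nM final; technique: fluorescence polarization; times: reaction 90 min, room temperature; medium: Tris buffer pH 7.5, NaCl, DTT, Tween-20, trehalose, ovalbumin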
NadD inh: NadD (S. aureus) enzyme inhibition | purified NadD enzyme, colorimetric absorbance read-out | 360,000 compounds, 0.78% hits | inhibition, % at 20 µM; in the data active = inhibition above about 26%; also: some compounds past the cut are filed as inactive
Active calls of the source: *; i = inactive; · = no result given.

Field names: A = PABP1 MLLE inh; B = FAS TE block; C = MT1-MMP act inh; D = Rin1-Abl PPI inh; E = SKN-1 block; F = Neddyl block; G = Rpn11 block; H = CSN inh; I = NadD inh
CCOc1ccc(CCNC(=O)C(C)N2C(=O)CC(C)(C)Sc3ccccc32)cc1 (configuration not stated)
  A: 3; B: 4; C: -8; D: 3; E: -22; F: i; G: i; H: 3; I: -2
Cc1ccccc1-n1c(SCC(=O)N(C)C2CCS(=O)(=O)C2)nc2ccccc2c1=O (configuration not stated)
  A: 3; B: 1; C: 2; D: -2; E: -13; F: i; G: i; H: -3; I: -8
Cc1cccc(NC(=O)Nc2ccc3c(c2)CCC3)c1
  A: -7; B: 9; C: 1; D: -3; E: 9; F: i; G: i; H: -2; I: 1
N/C(=N/O)c1nc(N2CCCC2)nc(N2CCCC2)n1
  A: -4; B: -8; C: -2; D: -1; E: 15; F: i; G: i; H: 29; I: 2
N#Cc1nc(-c2ccc(OCc3ccccc3)cc2)oc1N1CCOCC1
  A: 3; B: 26; C: -2; D: 1; E: -2; F: i; G: i; H: -1; I: 0
CCOc1cc(C2C(C#N)=C(N)OC3CCCC(=O)C32)ccc1OCCN1CCOCC1 (configuration not stated)
  A: -3; B: -1; C: 0; D: 2; E: -24; F: i; G: i; H: -8; I: -3
COc1ccc(CC(=O)OCC(=O)Nc2ccc(N3CCOCC3)cc2)cc1
  A: 1; B: -4; C: 4; D: -4; E: -9; F: i; G: i; H: 4; I: -4
CCOc1cc(C(=O)N(CC)CC(=O)Nc2ccc3c(c2)OCCO3)ccc1OC
  A: -1; B: -8; C: 1; D: 4; E: -9; F: i; G: i; H: -3; I: -3
O=C(COC(=O)C12CC3CC(CC(C3)C1)C2)Nc1ccc([N+](=O)[O-])cc1Br
  A: -6; B: 27; C: -3; D: -1; E: 2; F: i; G: i; H: -11; I: -5
Cc1ccccc1NC(=O)Cc1nc(COC(=O)Cc2c(F)cccc2Cl)cs1
  A: 1; B: 9; C: 1; D: 4; E: 14; F: i; G: i; H: -8; I: 0
Cc1ccc(S(=O)(=O)NCc2ccncc2)c(C)c1C
  A: 5; B: -1; C: -3; D: 7; E: 1; F: i; G: i; H: -8; I: 8
O=C(NCC(c1ccco1)N1CCc2ccccc2C1)c1ccccc1Br (configuration not stated)
  A: 5; B: 7; C: 5; D: 0; E: 12; F: i; G: i; H: -19; I: -7
C1CCCCCC2(CCCCC1)OCC(CN1CCOCC1)O2 (configuration not stated)
  A: 4; B: 12; C: -1; D: -6; E: 3; F: i; G: i; H: -3; I: 3
Cn1c(=O)c2ccccc2n(CC(=O)NCCC2=CCCCC2)c1=O
  A: 11; B: -1; C: 0; D: 0; E: 19; F: i; G: i; H: 1; I: 2
COc1ccc(OCC(=O)NNC(=O)c2cccc(O)c2)cc1
  A: 9; B: -7; C: -1; D: -3; E: -7; F: i; G: i; H: 2; I: 3

Other results.
Field names: A = PABP1 MLLE inh; B = FAS TE block; C = MT1-MMP act inh; D = Rin1-Abl PPI inh; E = SKN-1 block; F = Neddyl block; G = Rpn11 block; H = CSN inh; I = NadD inh
Cc1cc(NCC(c2ccccc2)c2ccccc2)n2ncnc2n1
  A: -1; B: -1; C: -2; D: 3; E: 2; F: i; G: i; H: -1; I: -8
Nc1nc(SCc2nc3scc(-c4cccs4)c3c(=O)[nH]2)n[nH]1
  A: -8; B: -37; C: 4; D: -2; E: 14; F: i; G: i; H: -1; I: 3
COc1cccc(/C=N/NC(=O)c2cc(-c3cccn3C)n[nH]2)c1
  A: -1; B: -4; C: 5; D: -5; E: -3; F: i; G: i; H: -2; I: 18
COc1ccc(-c2ccc(CN3C(C(C)C)C(=O)N(Cc4cn(CC5CCCCC5)nn4)CCS3(=O)=O)cc2)cc1OC (configuration not stated)
  A: -7; B: 35; C: -12; D: 1; E: -7; F: i; G: i; H: -2; I: 4
Cc1ccc(CONC(=O)c2cccc(C)c2)cc1
  A: 0; B: -3; C: 4; D: -1; E: -5; F: i; G: i; H: -5; I: -4
NC(=O)c1ccc(Nc2nc(C(N)COCc3ccccc3)cs2)cc1 (configuration not stated)
  A: -8; B: -8; C: -1; D: -1; E: 3; F: i; G: i; H: 6; I: 0
COc1cccc(C(O)c2nc3ccccc3n2C(C)C)c1OC (configuration not stated)
  A: 8; B: -4; C: -2; D: 2; E: 5; F: i; G: i; H: -3; I: -2
CC1CCN(S(=O)(=O)c2ccc(C(=O)OC(C)C(=O)N(C)C3CCCCC3)cc2)CC1 (configuration not stated)
  A: -7; B: 1; C: -3; D: 3; E: 3; F: i; G: i; H: 2; I: 6
CCC1COCCS(=O)(=O)N1Cc1ccccc1F (configuration not stated)
  A: -6; B: -6; C: -1; D: 0; E: 0; F: i; G: i; H: 1; I: -8
Cc1onc(-c2c(F)cccc2Cl)c1C(=O)NC(=S)NC1CCS(=O)(=O)C1 (configuration not stated)
  A: 47*; B: -10; C: 8; D: 0; E: 4; F: i; G: i; H: 1; I: 0
Cc1cc([N+](=O)[O-])nn1CC(=O)NNC(=S)Nc1ccc(Cl)cc1
  A: 20; B: 3; C: 15; D: -3; E: -12; F: i; G: i; H: 3; I: -3
CCOC(=O)C1=C(COC(=O)/C=C/c2cccc(F)c2)NC(=O)NC1C (configuration not stated)
  A: 14; B: -7; C: 4; D: 1; E: 9; F: i; G: i; H: -1; I: 0
C[C@@]12CC(=O)NC1N(C(=O)c1cccc(C(F)(F)F)c1)C(c1ccccc1OC(=O)c1cccc(C(F)(F)F)c1)C2 (some centres not stated)
  A: -15; B: 27; C: -36; D: 6; E: -5; F: i; G: i; H: -3; I: -3
Cc1ccc(N2C(=O)N(CC(=O)Nc3cc(C)cc(C)c3)C(=O)C2C)cc1 (configuration not stated)
  A: -17; B: 12; C: 1; D: -1; E: 11; F: i; G: i; H: -1; I: 2
CCN1C(=O)C2(C(C(=O)c3cc4ccccc4o3)=C(O)C(=O)N2CCCN2CCOCC2)c2ccccc21 (configuration not stated)
  A: -1; B: -2; C: 1; D: -30; E: -11; F: i; G: i; H: 0; I: 5

Later entries.
Field names: A = PABP1 MLLE inh; B = FAS TE block; C = MT1-MMP act inh; D = Rin1-Abl PPI inh; E = SKN-1 block; F = Neddyl block; G = Rpn11 block; H = CSN inh; I = NadD inh
c1ccc(-c2nnnn2-c2ccccn2)cc1
  A: 5; B: -6; C: 4; D: -2; E: -2; F: i; G: i; H: -2; I: -3
Cc1cc(C)c(C#N)c(Oc2ccc(F)cc2)n1
  A: -5; B: 9; C: 3; D: -4; E: 3; F: i; G: i; H: 0; I: -2
COc1ccc(CSc2nc3ccccc3c(=O)[nH]2)cc1F
  A: 4; B: 1; C: 1; D: 2; E: -1; F: i; G: i; H: -4; I: 1
Cc1cc(C)cc(-c2nnc(SCC(=O)Nc3cc(C)on3)o2)c1
  A: -102; B: -3; C: 3; D: -1; E: 18; F: i; G: i; H: 5; I: -10
CC(C)OCCCNC(=O)c1ccc(NC(=O)C2CCCO2)cc1 (configuration not stated)
  A: 4; B: -10; C: 0; D: 4; E: 0; F: i; G: i; H: 1; I: -2
Cc1ccc(-c2csc(/C(C#N)=C(\O)CN3CCN(C(=O)c4ccco4)CC3)n2)cc1
  A: 0; B: 1; C: -1; D: -3; E: 5; F: i; G: i; H: 8; I: 15
CN(c1ccccc1)S(=O)(=O)c1cccc(NC(=O)CCN2C(=O)C3CCCCC3C2=O)c1 (configuration not stated)
  A: -5; B: 4; C: -2; D: -3; E: 1; F: i; G: i; H: 6; I: -8
COc1ccc(NC(=O)c2nnn(Cc3cccc(F)c3)c2N)c(OC)c1
  A: 1; B: -4; C: -1; D: -1; E: 15; F: ·; G: i; H: -3; I: -1
CC(C)CN1CCN(Cc2cccc3nccnc23)CC1CCO (configuration not stated)
  A: -7; B: 1; C: -2; D: -3; E: -6; F: i; G: i; H: -4; I: 0
Cc1ccsc1/C=N/NC(=O)CN1CCN(Cc2ccccc2)CC1
  A: 2; B: -5; C: 2; D: -2; E: -8; F: i; G: i; H: -3; I: -6
CCOC(=O)C1=C(c2ccccc2)Nc2ncnn2C1c1ccc(C(=O)O)cc1 (configuration not stated)
  A: 2; B: -9; C: 8; D: -4; E: -4; F: i; G: i; H: 3; I: 1
CC(=O)Nc1cccc(Oc2nc(NC(C)C)nc3cc(-c4ccccc4)sc23)c1
  A: 0; B: 21; C: 0; D: -5; E: 0; F: i; G: i; H: 0; I: 5
Cc1nc(C)c(C(=O)OC(C)C(=O)Nc2ccc(F)cc2)s1 (configuration not stated)
  A: -7; B: -1; C: 2; D: -2; E: 6; F: i; G: i; H: 0; I: 7
CCOC(=O)C[C@H]1c2ccccc2S(=O)(=O)N1Cc1ccc(Cl)cc1
  A: -7; B: 10; C: 1; D: 1; E: 23; F: i; G: i; H: 2; I: -6
COc1ccccc1-c1cc(-c2cc(Cl)ccc2O)n[nH]1
  A: -10; B: -10; C: 10; D: -3; E: -35; F: i; G: i; H: -4; I: 25

New compounds follow:
Field names: A = PABP1 MLLE inh; B = FAS TE block; C = MT1-MMP act inh; D = Rin1-Abl PPI inh; E = SKN-1 block; F = Neddyl block; G = Rpn11 block; H = CSN inh; I = NadD inh
Cc1cc(=O)[nH]c(N/N=C/c2cc(C)n(-c3ccccc3)c2C)n1
  A: -5; B: -8; C: -1; D: -1; E: -2; F: i; G: i; H: 3; I: 5
Cc1c(Cl)ccc(S(=O)(=O)N2CCN(C)CC2)c1Cl
  A: -3; B: -5; C: 4; D: -1; E: 7; F: i; G: i; H: -1; I: -1
COc1cccc(/C=C2\SC(=S)N(N3C(=O)CCCC3=O)C2=O)c1
  A: 6; B: -4; C: -3; D: -3; E: -10; F: i; G: i; H: 1; I: -14
Cc1ccc([C@H]2C(C(=O)O)=C[C@@H](CC3CCCC3)N2S(=O)(=O)c2ccc(C)cc2)cc1
  A: -2; B: 4; C: 3; D: -5; E: -7; F: i; G: i; H: 2; I: 6
COC(=O)c1ccc2nc(-c3ccco3)c(Cc3ccccc3)n2c1
  A: 3; B: 0; C: -6; D: 6; E: 18; F: i; G: i; H: 11; I: 11
CCOc1ccc2c(c1)C(=NNC(=O)c1ccncc1)c1cc(OCC)ccc1-2
  A: 5; B: 3; C: 5; D: -4; E: 5; F: i; G: i; H: -1; I: -10
Cc1cc(C)nc(SC(C(=O)O)c2ccccc2)n1 (configuration not stated)
  A: 0; B: -6; C: -1; D: -3; E: 0; F: i; G: i; H: -1; I: 3
COc1ccccc1/C=N/NC(=O)c1ccc2c(c1)OCO2
  A: -5; B: -5; C: -2; D: 1; E: 10; F: i; G: i; H: 3; I: 3

Part of the list above, field by field:
molecule: Cc1c(Cl)ccc(S(=O)(=O)N2CCN(C)CC2)c1Cl
  PABP1 MLLE inh: -3 | FAS TE block: -5 | MT1-MMP act inh: 4 | Rin1-Abl PPI inh: -1 | SKN-1 block: 7 | Neddyl block: i | Rpn11 block: i | CSN inh: -1 | NadD inh: -1

molecule: Cc1cc(=O)[nH]c(N/N=C/c2cc(C)n(-c3ccccc3)c2C)n1
  PABP1 MLLE inh: -5 | FAS TE block: -8 | MT1-MMP act inh: -1 | Rin1-Abl PPI inh: -1 | SKN-1 block: -2 | Neddyl block: i | Rpn11 block: i | CSN inh: 3 | NadD inh: 5

Source: PubChem (several laboratories)

No enrichment for hits; any-hit rate near 3.9%.
